Screens: PubChem, Johns Hopkins Ion Channel Center
KCNQ2 block: KCNQ2 potassium channel inhibitors, primary screen, cell-based, CHO-K1, FluxOR thallium flux, B-score (AID 2156); O88943; 20 min; hits give low values; B-score at 10 µM; actives 1.1% (n = 310,000);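 active = fluorescence ratio B-score at most minus 3 library SDs, with starting brightness B-score within 2 library SDs, cut at about -5.5 in these data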
Kir21 inh: Kir2.1 (mouse) channel inhibition; actives 0.85% (n = 310,000); AID 1672; B-score at 10 µM; HEK293-Kir2.1, FluxOR thallium flux fluorescence; hits give low values; P35561;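 active = fluorescence ratio B-score at or below minus 3 SD of library scores, with starting-brightness B-score within 2 SD, cut at about -4.2 in these data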;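 also: channel flux triggered by added potassium and thallium sulfate stimulus; B-score of peak minus minimum fluorescence over baseline after thallium stimulus; more negative B-score means stronger Kir2.1 block with less thallium influx; some compounds called inactive have numbers as strong as hits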
Target sequence (P35561 whole entry, looked up): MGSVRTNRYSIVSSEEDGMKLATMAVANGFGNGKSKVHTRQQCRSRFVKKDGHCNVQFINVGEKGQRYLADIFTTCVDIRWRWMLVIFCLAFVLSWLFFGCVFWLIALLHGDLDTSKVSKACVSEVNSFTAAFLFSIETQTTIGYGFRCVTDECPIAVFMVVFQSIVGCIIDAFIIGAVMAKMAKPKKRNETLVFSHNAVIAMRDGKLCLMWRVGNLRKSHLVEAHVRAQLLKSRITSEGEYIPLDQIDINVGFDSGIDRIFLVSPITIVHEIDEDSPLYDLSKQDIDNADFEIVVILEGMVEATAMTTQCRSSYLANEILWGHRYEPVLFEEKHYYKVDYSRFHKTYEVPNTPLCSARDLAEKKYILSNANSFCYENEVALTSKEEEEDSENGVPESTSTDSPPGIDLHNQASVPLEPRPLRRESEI
CHT inh: human CHT choline transport inhibition; actives 0.86% (n = 310,000); B-score at 10 µM; Q9GZV3; CHT-expressing cells, membrane potential dye, choline response; hits give low values;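 active = B-score over 3 SD under the library average, and starting fluorescence ratio not unusually high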;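 also: choline stimulus applied at its EC90 after an EC20 pre-addition; B-score computed on integrated fluorescence ratio after choline addition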
Target sequence (Q9GZV3 whole entry, looked up): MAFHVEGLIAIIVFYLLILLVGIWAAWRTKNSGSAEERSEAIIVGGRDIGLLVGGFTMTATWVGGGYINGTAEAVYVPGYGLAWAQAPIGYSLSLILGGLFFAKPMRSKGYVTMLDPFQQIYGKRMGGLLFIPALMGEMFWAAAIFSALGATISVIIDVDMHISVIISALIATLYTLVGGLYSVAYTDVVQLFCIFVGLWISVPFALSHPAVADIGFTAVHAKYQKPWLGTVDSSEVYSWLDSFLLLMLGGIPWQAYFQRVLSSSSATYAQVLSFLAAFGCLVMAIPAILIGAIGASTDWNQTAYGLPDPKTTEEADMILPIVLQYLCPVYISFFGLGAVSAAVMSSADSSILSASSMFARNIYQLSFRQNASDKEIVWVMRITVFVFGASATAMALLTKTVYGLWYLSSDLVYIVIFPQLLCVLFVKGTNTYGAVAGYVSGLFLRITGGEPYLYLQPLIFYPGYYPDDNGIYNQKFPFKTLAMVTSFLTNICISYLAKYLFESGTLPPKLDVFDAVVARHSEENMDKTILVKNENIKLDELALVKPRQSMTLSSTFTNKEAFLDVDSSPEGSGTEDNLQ
Starred values were filed as active, the others as inactive; i = inactive; x = not tested or not shown.

Sample of the layout:
SMILES | KCNQ2 block | Kir21 inh | CHT inh
CCC1(c2ccc(F)cc2)NC(=O)N(CC(=O)NC2CC2)C1=O (stereo not given) | i | 1.09 | i
CC12CN(C(=O)c3ccccc3)C3(C#N)CC1CCC23C (stereo not given) | i | -0.83 | i
Cc1csc2ncc(C(=O)NCCc3ccccc3)c(=O)n12 | i | 1.2 | i
O=C(N/N=C/c1ccc(Br)s1)c1ccccn1 | i | 0.04 | i
CCCCn1c(SCc2cc(=O)[nH]c3ccccc23)nc2c1c(=O)n(C)c(=O)n2C | i | -0.16 | x
O=C(C1CCCN(S(=O)(=O)c2cccc3nonc23)C1)N1CCC(Cc2ccccc2)CC1 (stereo not given) | i | 1.27 | i

All compounds of this part (from the top)
SMILES | KCNQ2 block | Kir21 inh | CHT inh
CCC1(c2ccc(F)cc2)NC(=O)N(CC(=O)NC2CC2)C1=O (stereo not given) | i | 1.09 | i
CC12CN(C(=O)c3ccccc3)C3(C#N)CC1CCC23C (stereo not given) | i | -0.83 | i
Cc1csc2ncc(C(=O)NCCc3ccccc3)c(=O)n12 | i | 1.2 | i
O=C(N/N=C/c1ccc(Br)s1)c1ccccn1 | i | 0.04 | i
CCCCn1c(SCc2cc(=O)[nH]c3ccccc23)nc2c1c(=O)n(C)c(=O)n2C | i | -0.16 | x
O=C(C1CCCN(S(=O)(=O)c2cccc3nonc23)C1)N1CCC(Cc2ccccc2)CC1 (stereo not given) | i | 1.27 | i
Cc1sc2ncnc(SC(C)C(=O)N3c4ccccc4Sc4ccccc43)c2c1C (stereo not given) | i | -0.73 | i
COc1ccccc1NC(=O)c1ccccc1NS(=O)(=O)N1CCCC1 | i | -3.26 | i
COCCn1c(SCC(=O)Nc2ccc(OC)cc2)nc2c(oc3ccccc32)c1=O | i | -0.49 | i
COc1ccc(OC)c(S(=O)(=O)NCc2cn3c(C)csc3n2)c1 | i | 0.56 | i
O=C(OC1CCCCC1)c1ccc(NC(=O)C2CCCCC2)cc1 | i | -0.81 | i
N#C/C(=C/c1cccn1-c1cccc(C(=O)O)c1)c1ccc(F)cc1 | i | -1.23 | x
O=C(Nc1ccc(Cl)cc1)c1csc(-c2ccccc2)n1 | i | 1.83 | i
Cc1ccc(CN(C)C(=O)CCc2c[nH]c3ccccc23)o1 | i | -0.65 | i
O=C(Nc1c(C(=O)N2CCC(N3CCCCC3)CC2)oc2ccccc12)c1c(F)cccc1F | i | 0.25 | i
CCN(CC(=O)Nc1c(F)cccc1F)C(=O)C1CCN(c2ncnc3sc(C)c(C)c23)CC1 | i | 0.03 | i
CCC(C)n1c(/C=C/c2ccccc2)nc2ccccc21 (stereo not given) | -5.68* | 0 | i
COc1ccc(C(=O)NCC(=O)OCC(=O)Nc2ccc(C)c(S(=O)(=O)N(C)C)c2)cc1OC | i | 0.01 | i
CC(C)[C@H](NC(=O)c1ccco1)C(=O)OCC(=O)NC12CC3CC(CC(C3)C1)C2 | i | 1.32 | i
O=C(CN1c2cccc3cccc(c23)S1(=O)=O)Nc1cccc(S(=O)(=O)N2CCOCC2)c1 | i | 1 | i
Cc1ccc2[nH]c3c(NCCN4CCOCC4)ncnc3c2c1 | i | 0.86 | x
COC(=O)c1ccccc1NC(=O)N1CCc2ccc(NC(=O)c3ccccn3)cc2C1 | i | -0.85 | i
CN1CCCC(n2nc(Cc3ccc(Cl)cc3)c3ccccc3c2=O)CC1 (stereo not given) | i | -3.46 | i
CCn1c2ccccc2c(=O)c2ccccc21 | i | -0.52 | -8.18*
O=C(Nc1nc2ccsc2c(=O)s1)c1ccc(F)cc1Cl | i | -0.69 | i
Continued.
SMILES | KCNQ2 block | Kir21 inh | CHT inh
CN1CCN(/N=C/c2nc(-c3cccc([N+](=O)[O-])c3)n3ccccc23)CC1 | i | 0.16 | i
Cc1ccc(C(=O)CSc2nnc(-c3ccco3)n2CC2CCCO2)cc1 (stereo not given) | i | -2.13 | i
CCOC(=O)C1CCN(Cc2nc3ccccc3c(=O)n2-c2ccc(OCC)cc2)CC1 | i | 2.31 | x
Cc1cc(C)cc(OCC(=O)Nc2ccccc2C(=O)N2CCOCC2)c1 | i | -0.04 | i
O=C(Nc1ccc2ccccc2c1)c1ccc2[nH]c(=O)c(=O)[nH]c2c1 | i | 1.26 | i
COC(=O)c1ccc(OC(=O)c2ccccc2F)cc1 | i | -1.21 | i
COc1ccnc(N=CNOCc2ccc(F)cc2Cl)c1C#N | i | -2.01 | i
Cn1nc(-c2ccc(OCC(=O)Nc3cccnc3)cc2)c2ccccc2c1=O | i | 1.24 | i
O=C(COC(=O)C1CCCCC1)Nc1ccc(S(=O)(=O)N2CCOCC2)cc1 | i | -0.68 | i
CN1CCN(C(=O)/C(=C/c2ccc([N+](=O)[O-])cc2)NC(=O)c2ccccc2)CC1 | i | -0.34 | i
COc1cccc(-c2noc(C3CCCN(C(=O)Cc4ccccc4)C3)n2)c1 (stereo not given) | i | -1.73 | i
Cn1cccc1/C=N/NC(=O)c1ccncc1 | i | 0.66 | i
N#Cc1ccccc1OCCCN1CCC(Cc2ccccc2)CC1 | i | -1.78 | -8.98*
O=C(CN1C(=O)C(=O)N(Cc2ccccc2)C1=O)Nc1cc(Cl)cc(Cl)c1 | i | 1.81 | i
O=[N+]([O-])CC(c1ccccc1)c1c[nH]c2ccccc12 (stereo not given) | i | 0 | i
COc1ccc(NC(=O)Cn2nc(C(=O)O)c3ccccc3c2=O)cc1Cl | i | 0 | i
CC1CCCN(c2ccc(C(=O)Nc3ccc4c(c3)OCO4)cc2[N+](=O)[O-])C1 (stereo not given) | i | -1.64 | i
CCN(CC)S(=O)(=O)c1cccc(-c2nnc(SC(C)C(=O)NCCC3=CCCCC3)o2)c1 (stereo not given) | i | -1.74 | i
O=C1NCCN(Cc2ccc(-c3ccccc3)cc2)C1CC(=O)N1CCN(CCO)CC1 (stereo not given) | i | -0.18 | i
CN1C=CC(=C2C(=O)c3ccccc3C2=O)C=C1 | i | 1.08 | x
O=c1c2c(-c3ccc([N+](=O)[O-])cc3)csc2nc2n1CCCCC2 | i | -2.48 | i
COCCCNC(=O)CN(c1cccc(Cl)c1)S(C)(=O)=O | i | 0.5 | i
Cc1ccc(-c2nc(CS(=O)CC(=O)NC(C)CCc3ccccc3)c(C)o2)cc1 (stereo not given) | i | -0.02 | i
NC(=O)NC(=O)COC(=O)CNS(=O)(=O)c1ccc(F)c(F)c1F | i | 0.21 | i
Cc1ccc(C(=O)C(C)OC(=O)c2ccc(Cl)nc2)cc1 (stereo not given) | i | -1.18 | i
New compounds follow:
SMILES | KCNQ2 block | Kir21 inh | CHT inh
CCOC(=O)C1=C(c2ccccc2)NC(=S)NC1c1ccc(C)c([N+](=O)[O-])c1 (stereo not given) | i | 0.2 | i
Cc1cc(=O)[nH]c(SCc2cccc3cccnc23)n1 | i | 0.79 | i
CN1CCN(C2CCN(S(=O)(=O)c3ccc(C(C)(C)C)cc3)CC2)CC1 | i | -0.78 | x
CSC1=NNC(c2ccc(C(C)(C)C)cc2)=NN1 | i | 1.11 | i
C=C(C)CN1C(=O)C(=O)N(CC(=C)C)C1=O | i | -0.45 | i
C=CCN(CC=C)C(=S)Nc1ccccc1 | i | 0.35 | i
CC(C)c1nc(-c2c(N)n(C)c(=O)n(C)c2=O)sc1C(=O)C(C)(C)C | i | 0.53 | i
Cc1cc(-c2ccc(C)c(S(=O)(=O)NCC3CCN(Cc4ccc(F)cc4)CC3)c2)on1 | i | -2.15 | i
Cc1c(NC(=O)/C(C#N)=C/c2ccc(-c3ccc(Cl)c(Cl)c3)o2)c(=O)n(-c2ccccc2)n1C | i | 1.54 | i
CC(NC(=O)CNC(=O)c1cccc(Cl)c1)c1ccccc1 (stereo not given) | i | -1.29 | i
C(C#CCCCCCCCCC[n+]1ccccc1)#CCCCCCCCCC[n+]1ccccc1 | i | -14.7* | i
Cc1nc2ncnn2c(C)c1CCC(=O)NCCC1=CCCCC1 | i | 0.09 | i
O=C(c1ccc2nc(-c3ccco3)c(-c3ccco3)nc2c1)N1CCN(c2ncccn2)CC1 | i | -1.46 | i
N/C(=N\N=C\c1ccc2c(c1)OCO2)c1nonc1N | i | -2.21 | i
CC(NC(=O)CN1CCN(c2ccccc2F)CC1)c1ccccc1 (stereo not given) | i | 0.01 | i
CSCCC(N=C1NS(=O)(=O)c2ccccc21)C(=O)NCCc1ccccc1 (stereo not given) | i | 0.05 | i
O=C(COC(=O)c1ccccc1SCC(=O)N1CCCC1)NCc1ccccc1 | i | -1.44 | i
CCNC(=O)COn1c(SCC(=O)NCC)nc2ccccc2c1=O | i | -1.62 | i
C=CCN(c1nc(C)cc(OC)n1)S(=O)(=O)c1ccccc1 | i | -7.94* | i
CCCCCCC(=O)NCC(=O)OCC(=O)c1ccccc1 | i | -0.51 | i
CC(=O)N1c2c(cc(Br)cc2S(=O)(=O)NCC2COc3ccccc3O2)CC1C (stereo not given) | i | 1.27 | i
COC(=O)C1SCC2C(=O)N(Cc3ccc(F)cc3)CC(=O)N21 (stereo not given) | i | 0.44 | i
C=CCc1cccc2cc(C(=O)N3CCOCC3)c(=O)oc12 | i | 1.34 | i
COc1ccc(NC2=C(C(C)=O)C(c3ccc(OC)cc3)C(C(C)=O)C(C)(O)C2)cc1 (stereo not given) | i | 1.22 | i
COc1cc(CNc2ccc(CNc3ncn[nH]3)cc2)ccc1OCC(=O)NC(C)(C)C | i | -1.3 | i

One compound at a time (already shown). Order of values: KCNQ2 block, Kir21 inh, CHT inh
Results for Cc1ccc(C(=O)C(C)OC(=O)c2ccc(Cl)nc2)cc1 (stereo not given) = i, -1.18, i
Results for CSCCC(N=C1NS(=O)(=O)c2ccccc21)C(=O)NCCc1ccccc1 (stereo not given) = i, 0.05, i
Results for Cc1ccc(C(=O)CSc2nnc(-c3ccco3)n2CC2CCCO2)cc1 (stereo not given) = i, -2.13, i

Following part:
SMILES | KCNQ2 block | Kir21 inh | CHT inh
Cc1ccc(S(=O)(=O)N2CCN(Cc3cccnc3)CC2)cc1 | i | 1.11 | i
COc1ccc(C2(C(=O)NCC3CCCO3)CCOCC2)cc1 (stereo not given) | i | 0.39 | i
O=C(N/N=C/c1ccc([N+](=O)[O-])cc1)c1ccc2nc[nH]c2c1 | i | 0.98 | i
Cc1nonc1N1CCN(Cc2cn[nH]c2-c2ccc(F)cc2F)CC1 | i | -0.24 | i
CC(=O)c1cccc(NC(=O)C(C)OC(=O)CCN=C2NS(=O)(=O)c3ccccc32)c1 (stereo not given) | i | -0.08 | i
CN1CCCC(OC(=O)c2cccc(S(=O)(=O)N3CCCCCC3)c2)C1 (stereo not given) | i | -1.57 | i
C=CCn1c(SCc2c(C)noc2C)nc2sc(C)c(C)c2c1=O | -6.52* | -0.47 | i
CC(C)c1ccc(NC(=O)CSc2nc(=O)n(CCCN3CCOCC3)c3c2CCCC3)cc1 | i | -0.02 | i
Cc1ccc(S(=O)(=O)Cn2nnnc2C(CC(C)C)N2CCN(c3ccccc3)CC2)cc1 (stereo not given) | i | 0.53 | i
Nc1ncnc2c1ncn2[C@@H]1O[C@H](COP(=O)(O)O)[C@@H](O)[C@H]1O | i | 0.82 | i
O=C(/C=C/c1cccc(F)c1)N1CCN(c2ncccn2)CC1 | i | 2.67 | i
CCCOc1ccc(C(=O)NCCN2CCOCC2)cc1 | i | 0.53 | i
CCOC(=O)COc1ccc([N+](=O)[O-])cc1 | i | 1.07 | i
CN1CCN(Cc2nc3ccccc3c(=O)n2Cc2nc(-c3ccc([N+](=O)[O-])cc3)cs2)CC1 | i | -0.19 | i
N#C/C(=C\c1ccccc1C(F)(F)F)C(=O)Nc1ccccc1F | i | -1.73 | i
Cc1ccc(NC(=O)COC(=O)c2cccc3c(=O)c(C)c(-c4ccccc4)oc23)cc1 | i | -1.65 | i
Cc1ccccc1Nc1scc(-c2ccc(Br)cc2)[n+]1-c1ccccc1C | i | 1.64 | i
COc1cc(NC(=O)COc2ccccc2C)ccc1NC(=O)c1ccco1 | i | -1.04 | i
Cn1c(N)c(C(=O)COC(=O)CCCc2c[nH]c3ccccc23)c(=O)n(C)c1=O | i | -0.07 | i
O=C(NCc1ccccc1)c1ccc(Cl)c(NC2=NC3CS(=O)(=O)CC3S2)c1 (stereo not given) | i | 3.14 | i
COc1ccc(CC(NC(C)=O)C(=O)NC2CCN(c3c(Cc4ccccc4)c(C)nc4ncnn34)CC2)c(OC)c1 (stereo not given) | i | 0.64 | i
COC(=O)C1=CN(Cc2ccc(OC)c(OC)c2)C=C(C(=O)OC)C1c1ccc(F)cc1 | i | -0.33 | i
COc1ccc(N=Cc2c(O)[nH]c3ccccc23)cc1 | i | 2.44 | i
CCOc1ccc(Br)cc1CNc1ccc2c(c1)OCCO2 | i | -1.18 | i
CCOc1nc(C)ccc1-c1noc(-c2ccco2)n1 | i | 1.33 | i
New compounds follow.
SMILES | KCNQ2 block | Kir21 inh | CHT inh
COCC(C)NC(=O)/C(=C/c1ccccc1)c1ccccc1 (stereo not given) | i | 0.37 | i
O=C(Cc1n[nH]c(=O)c2ccccc12)OCC(=O)c1ccc(OC(F)F)cc1OC(F)F | i | 0.09 | i
CCOC(=O)C1(CCOc2ccccc2)CCN(Cc2cc(OC)cc(OC)c2)CC1 | i | -0.24 | i
Cc1cc(NCc2ccccc2)nc(-c2ccccc2O)n1 | i | 0.77 | i
Cc1ccc(CN2CCN(/N=C/C=C/c3ccccc3[N+](=O)[O-])CC2)cc1 | i | -0.78 | i
CC(=O)c1ccc(Oc2ccc(C(=O)c3ccc(C)c(C)c3)cc2[N+](=O)[O-])cc1 | i | 0.07 | i
O=C(Nc1ccccc1)N1CCCC1c1cccs1 (stereo not given) | i | 0.38 | i
O=C(CSC1=NCCS1)N1CCCCCC1 | i | -0.64 | i
Cc1ccc(N=Nc2c(O)n(CN3CCOCC3)c3ccccc23)cc1 | i | -2.74 | i
